From PubChem
procasp7 counter: procaspase-7 activators, primary screen, counter-screen for procaspase-3 activator project, biochemical, absorbance, HTS, human; Caspase-7 (Homo sapiens), P55210; recombinant procaspase-7, Ac-DEVD-pNA absorbance 405 nm; D23A/D198A/D206A triple mutant, cannot self-cleave; scale: DMSO 0, 5 µM enzyme 100; activation, % at 8.5 µM; 330,000 tested, 0.093% active; AID 463210, 2010;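 active means percent activation above the screen-wide mean plus 3 SD, cut at about 25% in these data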
Target sequence (P55210 whole entry D23A/D198A/D206A): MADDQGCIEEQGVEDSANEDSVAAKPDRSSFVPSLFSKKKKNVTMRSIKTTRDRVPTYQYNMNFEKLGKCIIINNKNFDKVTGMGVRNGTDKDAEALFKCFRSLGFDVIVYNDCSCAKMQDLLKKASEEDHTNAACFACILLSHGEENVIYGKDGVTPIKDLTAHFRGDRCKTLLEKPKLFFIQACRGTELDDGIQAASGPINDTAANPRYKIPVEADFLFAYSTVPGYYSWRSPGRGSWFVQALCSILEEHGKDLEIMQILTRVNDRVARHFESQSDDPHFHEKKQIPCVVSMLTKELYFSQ
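Assay system: Uncleavable procaspase-7 mutant enzyme / Input: 2 µM procaspase-7 mutant as dispensed / Dosing: single nominal 8.5 µM compound dose, 0.8% DMSO final / Timing: 1 h enzyme–compound preincubation and 2 h substrate reaction, both 25 °C / Detection: p-Nitroaniline absorbance at 405 nm, read at 0 and 120 min / Replication: singlicate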
CIT2 TOR yeast: modulators of CIT2-GFP expression in yeast, primary screen, S. cerevisiae, GFP fusion, multiplex flow cytometry, MLPCN library; S. cerevisiae CIT2-GFP strain, 3 h; 100 means same as DMSO wells; GFP response vs DMSO, % at 10 µM; 320,000 tested, 0.065% active;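 active means GFP response relative to DMSO above a set limit, near the screen mean plus 3 SD, cut at about 150% in these data; inconclusive means Fewer than 70 cells measured for a yeast strain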;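 further: ratio of well median GFP fluorescence to mean of DMSO wells on the plate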
RPL19A-GFP yeast: RPL19A-GFP expression modulators in yeast, primary screen, cell-based, S. cerevisiae, multiplex flow cytometry, MLPCN; S. cerevisiae RPL19A-GFP strain, 3 h; stronger effect = lower value; percent response vs DMSO, % at 10 µM; 330,000 tested, 0.3% active;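 active means percent response vs DMSO below 50%; inconclusive means fewer than 70 events counted for the yeast strain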;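 further: median channel GFP fluorescence of the barcoded RPL19A-GFP strain; ratio of sample median GFP to plate DMSO average so 100% = DMSO; lower means less RPL19A-GFP as with rapamycin TOR inhibition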
MEP2-GFP yeast: modulators of MEP2-GFP levels in yeast, primary screen, S. cerevisiae, multiplex flow cytometry, MLPCN library; 330,000 tested, 0.51% active; GFP response vs DMSO, % at 10 µM; S. cerevisiae MEP2-GFP strain, 3 h; 100% = DMSO control level; AID 2016, 2009;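 active means GFP response versus DMSO above a set limit, roughly screen mean plus 3 SD, cut at about 180% in these data; inconclusive means fewer than 70 cells counted for a yeast strain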;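 further: median GFP fluorescence of the barcode-gated MEP2-GFP cells per well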
AGP1-GFP MLPCN: modulators of AGP1-GFP expression in yeast TOR pathway, primary screen, cell-based, multiplex flow cytometry, S. cerevisiae, MLPCN library | 3 h; GFP as percent of DMSO wells | GFP response vs DMSO, % at 10 µM | 320,000 tested, 0.02% active | AID 2066, 2009;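 active means GFP response relative to DMSO above a set limit, near screen average plus 3 SD, cut at about 150% in these data; inconclusive means fewer than 70 cells counted for the yeast strain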;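 further: median GFP channel fluorescence of the gated AGP1 strain per well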
LAP4 TOR yeast: modulators of LAP4-GFP expression in yeast, primary screen, S. cerevisiae, multiplex flow cytometry, MLPCN library. GFP response vs DMSO, % at 10 µM. AID 2023, 2009. 3 h; median GFP as percent of DMSO wells. 320,000 tested, 0.34% active;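 active means GFP response vs DMSO above a set limit, about the screen mean plus 3 SD, cut at about 150% in these data; inconclusive means under 70 cell events counted for the yeast strain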
AHR act: AHR activators, primary screen, cell-based, luminescence, luciferase reporter, human | 320,000 tested, 2.5% active | AHR-responsive luciferase reporter cells | activation, % at 5 µM | AID 2796, 2010; in the data active means activation above about 47%;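 further: 0% = vehicle wells and 100% = reference agonist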
procasp3 activ: activators of human procaspase-3 D3A mutant, primary screen, biochemical, absorbance, PC-3 D3A mutant, single concentration. AID 463141, 2010. recombinant procaspase-3 D3A, Ac-DEVD-pNA absorbance 405 nm. Caspase-3 (Homo sapiens), P42574. activation, % at 8.5 µM. 330,000 tested, 0.11% active;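 active means activation above the mean of all tested compounds plus 3 SD, cut at about 21% in these data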;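 further: 0% = DMSO alone and 100% = DMSO wells spiked with extra 5 µM PC-3 D3A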
Target sequence (P42574 whole entry D9A/D28A/D175A): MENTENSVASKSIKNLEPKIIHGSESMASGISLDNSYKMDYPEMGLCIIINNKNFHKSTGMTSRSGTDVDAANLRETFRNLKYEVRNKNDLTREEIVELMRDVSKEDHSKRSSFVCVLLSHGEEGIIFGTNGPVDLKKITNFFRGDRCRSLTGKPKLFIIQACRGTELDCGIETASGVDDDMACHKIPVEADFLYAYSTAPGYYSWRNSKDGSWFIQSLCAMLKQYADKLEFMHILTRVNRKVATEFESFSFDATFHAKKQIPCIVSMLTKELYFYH
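Compound: 8.5 µM single point, 0.8% DMSO / Material: Autoprocessing-dead procaspase-3 D3A mutant enzyme / Timing: 1 h preincubation plus 2 h reaction at 25 °C / Medium: Zinc-free HEPES/NaCl buffer with 0.01% Triton X-100 at pH 7.4 / Technique: 405 nm absorbance of p-nitroaniline, reads at 0 and 120 min / Repeats: one well per compound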
* = called active by the depositor; ? = inconclusive; . = not tested or not shown; [ ] = dose if it differs, or a comment.

SMILES	procasp7 counter	CIT2 TOR yeast	RPL19A-GFP yeast	MEP2-GFP yeast	AGP1-GFP MLPCN	LAP4 TOR yeast	AHR act	procasp3 activ
CCCCC(=O)NCc1ccc(Cl)cc1	6	101	105	106	103	94	-2	-1
O=C(/C=C/c1cccc(Br)c1)N1CCN(c2cccc(C(F)(F)F)c2)CC1	-7	93	98	95	92	83	-3	-2
CNC(=O)c1ccc(N(Cc2ccccc2C)S(C)(=O)=O)cc1	-5	99	100	104	100	104	1	7
O=C(CSc1nccc(=O)[nH]1)c1ccco1	4	105	99	98	105	96	2	2
OC1(c2cn(Cc3ccccc3)nn2)CCCCC1	3	89	93	91	95	92	2	0
O=C(Cc1cccs1)N(CC1CCCO1)C1(C(=O)NC2CCCCC2)CCCCC1 (configuration not stated)	9	91	94	88	96	93	1	10
COC(=O)c1ccc2c(=O)n(CCN3CCOCC3)c(SCC(=O)Nc3ccc(C)cc3)nc2c1	-18	107	108	114	96	84	1	5
COc1ccc(S(=O)(=O)NC2CC(=O)N(c3ccc4c(c3)OCCO4)C2)cc1 (configuration not stated)	11	95	95	89	107	104	-4	2
COCCCN(Cc1ccco1)C(=O)Cn1ncc2c(=O)oc3ccc(C)cc3c21	7	99	97	100	102	109	2	3
O=C(CSc1ncnc2c1cnn2-c1cccc(Cl)c1)NCC1CCCO1 (configuration not stated)	0	89	95	94	89	98	-2	-2
O=C(NCc1ccccc1CN1CCCC1)c1ccc(OCc2cscn2)cc1	-2	100	99	115	100	106	-6	4
Cc1cc(NC(=O)Cn2c(=O)n(Cc3ccccc3)c(=O)c3ccccc32)no1	8	?	91[may fluoresce violet]	80[may fluoresce violet]	87[may fluoresce violet]	74[may fluoresce violet]	2	12
CC1CCCCC1NC(=O)CN1c2cccc3cccc(c23)S1(=O)=O (configuration not stated)	5	92	93	91	92	91	0	8
COc1ccc(C(=O)NCC(=O)OCc2nc(N)nc(Nc3ccccc3C)n2)cc1	9	96	90	85	91	84	1	-3
O=C(N/N=C/c1ccc(Cl)s1)C(O)c1ccccc1 (configuration not stated)	24	104	107	101	102	84	1	4
Cc1cc(C)nc(NC(=O)/C=C/c2ccc(Cl)cc2Cl)c1	-3	123	97	121	115	128	-2	-6
O=C1C2CC=CCC2C(=O)N1CNc1ccccc1 (configuration not stated)	4	96	101	106	106	109	1	-1
Oc1ccc2ccccc2c1CNn1cnnc1	3	102	102	105	102	101	9	-3
CC(CCCCCCCCC(=O)O)N(CCO)C(=O)OC(C)(C)C (configuration not stated)	3	95	94	81	95	90	0	0
CCOC(=O)[C@@H]1[C@H]2COc3ccc(Br)cc3[C@@H]2N2C(=O)N(c3ccc(C)cc3)C(=O)[C@@]12C	10	96	93	95	97	99	3	-1
COc1ccc(C2=NN(C(=O)COc3ncnc4ccccc34)C(c3ccco3)C2)cc1 (configuration not stated)	5	99	96	95	102	96	-2	2
CCOC(=O)c1c(NC(=O)CSc2nc3cc(Cl)ccc3s2)sc(C(C)=O)c1C	8	102	108	86	102	93	21	1
O=C(COC(=O)COc1ccccc1[N+](=O)[O-])Nc1cccc(Br)c1	-2	89	91	98	86	92	25	-10
O=C(Cn1c(=O)oc2ccccc21)NC(=O)NCc1ccccc1	-6	103	97	103	106	100	1	-4
CC1CCCC(C)N1C(=O)CN1CCN(c2nc(-c3ccc(F)cc3)cs2)CC1 (configuration not stated)	-3	94	99	102	96	101	4	-6
Cc1nn(C)c(C(=O)NC(=S)Nc2ccccc2O)c1Cl	-15	104	98	97	85	92	54*	-2
CCOC(=O)/C=c1\s/c(=C\c2ccc3cc(OC)ccc3c2)c(=O)n1CC(=O)NCC1CCCO1 (configuration not stated)	4	102	100	123	84	98	-2	-1
Cc1ccc2[nH]c(=O)c(C(c3nnnn3CCc3ccccc3)N3CCOCC3)cc2c1 (configuration not stated)	-7	82	91	90	89	.	4	-2

7 entries already listed, ordered by heavy-atom count, rising.
SMILES	procasp7 counter	CIT2 TOR yeast	RPL19A-GFP yeast	MEP2-GFP yeast	AGP1-GFP MLPCN	LAP4 TOR yeast	AHR act	procasp3 activ
CCCCC(=O)NCc1ccc(Cl)cc1	6	101	105	106	103	94	-2	-1
Oc1ccc2ccccc2c1CNn1cnnc1	3	102	102	105	102	101	9	-3
OC1(c2cn(Cc3ccccc3)nn2)CCCCC1	3	89	93	91	95	92	2	0
Cc1nn(C)c(C(=O)NC(=S)Nc2ccccc2O)c1Cl	-15	104	98	97	85	92	54*	-2
O=C(COC(=O)COc1ccccc1[N+](=O)[O-])Nc1cccc(Br)c1	-2	89	91	98	86	92	25	-10
O=C(/C=C/c1cccc(Br)c1)N1CCN(c2cccc(C(F)(F)F)c2)CC1	-7	93	98	95	92	83	-3	-2
CCOC(=O)c1c(NC(=O)CSc2nc3cc(Cl)ccc3s2)sc(C(C)=O)c1C	8	102	108	86	102	93	21	1

Entries of single compounds from above. Values in the order: procasp7 counter | CIT2 TOR yeast | RPL19A-GFP yeast | MEP2-GFP yeast | AGP1-GFP MLPCN | LAP4 TOR yeast | AHR act | procasp3 activ
CCCCC(=O)NCc1ccc(Cl)cc1 is listed with 6 | 101 | 105 | 106 | 103 | 94 | -2 | -1
O=C1C2CC=CCC2C(=O)N1CNc1ccccc1 (configuration not stated) is listed with 4 | 96 | 101 | 106 | 106 | 109 | 1 | -1
